AP ELISA ortho: alternative pathway complement inhibition, orthogonal assay | inhibition, % at 5 µM | Human serum alternative complement pathway, LPS-coated ELISA, C3 deposition; tested in compound mixtures | hit rate 0.08% among 62,000 | AID 1235;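 active = inhibition above 30% in each of the two pooled mixtures holding the compound, so the lower value exceeds 30%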;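 also: 0% = serum in Mg-EGTA without compound and 100% = EDTA serum blank; some compounds past the cut are filed as inactive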
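Assay system: Human serum alternative complement pathway, C3 deposition on LPS-coated wells | Incubation: 1 h serum-compound exposure at 37 °C | Doses: 5 µM per compound in ten-compound mixtures | Read-out: Percent inhibition | Technique: ELISA with HRP anti-human C3 antibody, TMB substrate, absorbance 450 nm | Replication: Two pool placements per compound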
JNK3 inh: inhibitors of human JNK3 kinase; P53779; purified JNK3 kinase activity, HTS; inhibition, % at 8 µM; hit rate 0.61% among 60,000; in the data active = inhibition above about 17%;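 also: 0% = DMSO and 100% = reference inhibitor; many of its hits are not listed in these tables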
ROCK2 blocker: inhibitors of human Rho kinase 2. O75116. purified ROCK2, Kinase-Glo ATP depletion luminescence. inhibition, % at 6 µM. hit rate 0.35% among 60,000;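 active = inhibition above the screen-wide mean inhibition plus 3 SD, cut at about 18% in these data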;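 also: plate controls were DMSO wells for no effect and Y-27632 control wells after no-enzyme background subtraction for full effect; many of its hits are not listed in these tables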
RORA act: activates the human nuclear receptor RORA | CHO-K1 Gal4-RORA LBD luciferase reporter, luminescence; percent increase over mock-subtracted basal signal | activation, % at 10 µM | P35398 | hit rate 1.5% among 65,000;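 active = activation above the mean of all tested compounds plus 3 SD, cut at about 49% in these data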;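 also: 0% = DMSO-treated RORA cells and 100% = added signal equal to DMSO minus mock-transfected cells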
CatB mixtures: human cathepsin B inhibition by mixtures; P07858; inhibition, %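 (ten-compound pools at 5 µM per compound and 50 µM total)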; AID 488; Purified cathepsin B, AMC dipeptide fluorescence, compound mixtures; hit rate 0.06% among 62,000; in the data active = inhibition above about 22%, passing the limit was not always enough;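 also: 0% = enzyme without compound and 100% = no enzyme blank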
Ec RNAP inh: inhibitors of Escherichia coli RNA polymerase | P0A8V2 | E. coli RNA polymerase, fluorescence transcription assay | inhibition, %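 (tested at 10 µM)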 | hit rate 0.2% among 62,000; in the data active = inhibition above about 20%;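 also: 0% = enzyme without compound and 100% = no enzyme blank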
Target sequence (P0A8V2 whole entry, looked up): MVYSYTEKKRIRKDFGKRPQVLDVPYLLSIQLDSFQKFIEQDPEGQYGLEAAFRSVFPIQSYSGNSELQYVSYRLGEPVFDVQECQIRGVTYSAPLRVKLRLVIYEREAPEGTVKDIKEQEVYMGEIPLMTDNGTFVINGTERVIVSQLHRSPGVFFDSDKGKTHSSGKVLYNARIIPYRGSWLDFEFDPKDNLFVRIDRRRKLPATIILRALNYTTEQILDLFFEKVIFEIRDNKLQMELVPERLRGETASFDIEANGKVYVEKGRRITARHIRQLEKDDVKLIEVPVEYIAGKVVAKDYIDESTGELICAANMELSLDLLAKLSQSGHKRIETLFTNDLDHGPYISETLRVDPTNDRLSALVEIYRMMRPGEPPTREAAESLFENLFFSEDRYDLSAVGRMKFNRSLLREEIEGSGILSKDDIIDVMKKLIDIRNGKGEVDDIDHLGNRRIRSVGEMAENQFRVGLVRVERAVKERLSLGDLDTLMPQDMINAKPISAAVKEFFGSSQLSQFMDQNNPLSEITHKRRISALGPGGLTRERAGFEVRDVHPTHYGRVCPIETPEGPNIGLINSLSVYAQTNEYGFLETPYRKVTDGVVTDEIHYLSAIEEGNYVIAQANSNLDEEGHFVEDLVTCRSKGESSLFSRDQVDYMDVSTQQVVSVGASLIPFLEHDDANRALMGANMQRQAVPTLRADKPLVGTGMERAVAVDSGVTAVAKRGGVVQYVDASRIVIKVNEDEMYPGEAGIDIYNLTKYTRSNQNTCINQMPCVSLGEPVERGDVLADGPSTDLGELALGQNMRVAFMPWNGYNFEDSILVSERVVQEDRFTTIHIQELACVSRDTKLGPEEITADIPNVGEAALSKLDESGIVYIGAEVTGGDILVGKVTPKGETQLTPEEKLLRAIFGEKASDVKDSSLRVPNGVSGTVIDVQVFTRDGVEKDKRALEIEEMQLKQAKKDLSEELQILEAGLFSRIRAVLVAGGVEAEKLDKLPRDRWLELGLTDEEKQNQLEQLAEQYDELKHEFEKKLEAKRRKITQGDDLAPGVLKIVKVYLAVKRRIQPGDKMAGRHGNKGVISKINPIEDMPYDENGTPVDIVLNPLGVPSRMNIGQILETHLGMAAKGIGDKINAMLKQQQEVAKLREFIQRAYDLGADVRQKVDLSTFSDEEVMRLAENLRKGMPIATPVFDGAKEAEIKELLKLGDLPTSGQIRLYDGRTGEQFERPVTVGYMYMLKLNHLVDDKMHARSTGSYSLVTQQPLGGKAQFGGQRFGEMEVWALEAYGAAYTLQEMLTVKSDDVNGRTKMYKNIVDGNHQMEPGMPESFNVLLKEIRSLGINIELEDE
PKA inh: blocks human protein kinase A activity; AID 524; inhibition, % at 6 µM; PKA Kemptide phosphorylation, Kinase-Glo ATP luminescence; P17612; hit rate 0.1% among 65,000;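 active = inhibition above the screen-wide mean inhibition plus 3 SD, cut at about 21% in these data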; also: many of its hits are not listed in these tables
CatS block: inhibitors of human cathepsin S. P25774. recombinant cathepsin S, AMC dipeptide fluorescence, pooled mixtures. inhibition, %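 (tested at 5 µM per compound within 10-compound mixtures)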. hit rate 0.06% among 62,000. AID 501; in the data active = inhibition above about 32%, passing the limit was not always enough;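 also: 0% = enzyme without compound and 100% = blank without enzyme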
CatB inh: inhibitors of human cathepsin B; purified cathepsin B, fluorogenic substrate, fluorescence; P07858; inhibition, %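 (tested at 10 µM)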; AID 453; hit rate 0.1% among 63,000; in the data active = inhibition above about 21%;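 also: 0% = enzyme with no compound and 100% = no enzyme blank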
* marks the source's active call; other numbers are inactive results; x = not tested or not shown. An excerpt, so the mix of outcomes need not match the whole.

Sample of the layout (2 entries):
SMILES	AP ELISA ortho	JNK3 inh	ROCK2 blocker	RORA act	CatB mixtures	Ec RNAP inh	PKA inh	CatS block	CatB inh
Cc1cc(NC(=O)c2cnn3cccnc23)nn1CC(=O)Nc1cccnc1	-5	-1	9	7	2	2	13	7	1
CCCC(c1nnnn1CCOC)N1CCN(C(=O)c2ccco2)CC1 (stereo not given)	-3	-1	-6	4	6	4	-5	6	8

The listing (from the top)
SMILES	AP ELISA ortho	JNK3 inh	ROCK2 blocker	RORA act	CatB mixtures	Ec RNAP inh	PKA inh	CatS block	CatB inh
Cc1cc(NC(=O)c2cnn3cccnc23)nn1CC(=O)Nc1cccnc1	-5	-1	9	7	2	2	13	7	1
CCCC(c1nnnn1CCOC)N1CCN(C(=O)c2ccco2)CC1 (stereo not given)	-3	-1	-6	4	6	4	-5	6	8
CC(C)CCN1CCNC(=O)C1CC(=O)Nc1ccc(F)cc1 (stereo not given)	11	-2	-5	-19	-2	8	-11	-9	9
O=C1CSC(=S)N1CC1CCCO1 (stereo not given)	-4	-1	2	9	3	8	0	11	3
COc1cc(-c2nnc3sc(C4CCCCC4)nn23)cc(OC)c1OC	x	-5	3	4	x	x	-10	x	x
CN(CCNC(=O)CN1CCN(Cc2ccccc2Cl)C1=O)Cc1ccccc1	55	x	x	6	3	4	3	-3	3
Cc1cc(C)c(C#N)c(SCS(=O)Cc2ccccc2)n1 (stereo not given)	0	-8	0	-20	-3	0	-3	9	-2
Cc1cccc(OCC(=O)Nc2ccccc2N2CCN(C(=O)C(C)C)CC2)c1C	9	1	-1	-27	3	3	2	-3	-1
COc1ccc(C2C(=O)N(C3CCCCC3)CC(=O)N2Cc2ccc3c(c2)OCO3)cc1 (stereo not given)	-4	x	x	-2	1	4	7	-2	2
CCc1nnc(NC(=O)c2ccc(S(=O)(=O)N(CC)CC)cc2)s1	-2	-1	-1	-8	2	7	6	16	6
OCCSc1nc(-c2cccnc2)nc2ccccc12	6	x	x	13	4	9	9	12	5
O=C(Nc1cccc2c1CCCC2)c1ccc(Br)o1	2	6	0	-15	5	12	-1	3	-7
COc1ccccc1NC(=O)C1CC(=O)N(c2ccc(F)cc2)C1 (stereo not given)	-7	0	10	-21	-4	-15	11	7	-1
CCCS(=O)(=O)N1CCn2c(nc3ccccc32)C1	5	-7	4	-6	2	2	-4	-5	1
O=C(O)CC1SC(=Nc2cccc(O)c2)NC1=O (stereo not given)	12	1	7	-2	6	7	8	1	2
Cc1nn(-c2ccccc2)c2c1C(c1ccncc1)C(C#N)=C(N)O2 (stereo not given)	-3	0	7	-4	-3	5	9	0	-2
CC(C(=O)N1CCN(C=O)CC1)N1C(=O)c2ccccc2C1=O (stereo not given)	4	x	x	5	2	7	3	2	6
COc1ccc(-c2noc(CN(C(=O)c3ccc(OC(C)=O)cc3)C(C)C)n2)cc1OC	14	-1	15	-13	-6	0	14	-2	1
CC(C)c1ccc(O)c(NC(=O)c2cncc(Br)c2)c1	4	-6	3	0	-16	2	6	-29	-1
Cc1ccc(N=Cc2ccc[nH]2)c(O)c1	20	2	1	21	-24	-1	6	-49	-3
COc1ccc(NC(=O)Cc2cccs2)c(OC)c1	10	-5	2	-8	3	6	3	1	6
CCOC(=O)c1c(C)c(C(=O)NCCN2CCOCC2)c(C)n1C	4	-2	-4	-2	8	12	16	15	-4
C=C(C)COc1ccc2c(C)c(C)c(=O)oc2c1OCC(=C)C	0	-3	8	-6	2	10	10	6	4
O=C(NCc1cccs1)C1CCCN(S(=O)(=O)c2ccc(Br)s2)C1 (stereo not given)	-2	x	x	-13	3	-1	4	2	6
COC(=O)c1ccccc1NC(=O)N1CCN(C(=O)c2ccco2)CC1	-14	2	3	-7	1	3	6	20	8
N=c1n(CCOc2ccccc2)c2ccccc2n1CCN1CCOCC1	6	0	2	10	0	0	12	4	1
Cc1ccc(NC(=O)CCN2CCN(C/C=C/c3ccccc3)CC2)cc1C	17	-5	-5	-11	-4	-5	-3	-6	-2
CCOC(=O)c1c(C)c(C(=O)NCCOC)c(C)n1CC	18	0	-8	-5	-4	-2	-8	-10	-4
Cc1noc(C)c1C(=O)Nc1cccnc1	18	-4	-1	-11	4	4	-5	-8	1
COc1cccc(C2CC(=O)Nc3cc(OC)c(OC)c(OC)c32)c1OC (stereo not given)	12	x	x	-7	2	-2	7	-14	-2
COCCCNc1oc(-c2ccccc2OC)nc1C#N	7	6	2	0	2	-6	4	-4	-2
Cc1cc(=O)[nH]c(COc2ccccc2)n1	x	4	8	-12	x	x	2	x	1
CCC(=O)Nc1ccc(NC(=O)CN2CCCC(C)C2)c(Cl)c1 (stereo not given)	7	2	6	0	0	12	10	-1	5
O=c1c2ccccc2c(/C=N/n2cnnc2)c(O)n1-c1ccccc1F	17	-2	4	-10	1	1	6	2	3
Cc1cc(C(=O)Nc2ccccc2C#N)n(-c2ccccc2)n1	-13	2	2	-11	8	6	1	13	3
CCOC(=O)N1CCC(Nc2ccc3nnc(-c4ccccc4)n3n2)CC1	21	-4	4	25	3	-2	5	1	3
Nc1ncnc2c1ncn2CCN1CCCCC1	8	-7	-7	-19	-5	1	-10	-3	-7
CCN1C(=O)C2(C(C#N)=C(N)Oc3n[nH]c(COC)c32)c2ccccc21 (stereo not given)	11	-1	1	2	6	9	2	4	2
CC(=O)N1CCN=C1SCc1ccccc1Cl	3	1	2	3	2	6	6	-2	0
CCn1ncc(NC(=O)Nc2cccc(C(F)(F)F)c2)c1C(N)=O	12	-4	2	-2	-1	3	8	-2	0
Cc1ccc(NC(=O)Cn2c(=O)n(CCCC(=O)NCc3ccco3)c(=O)c3ccccc32)cc1	20	6	6	12	3	-1	7	-3	1
CCCCOCCCNS(=O)(=O)Cc1ccccc1	4	2	1	-11	2	4	-2	5	3
CC1=CCC2C(=O)N(c3nc4ccccc4n3C)C(=O)C2C1 (stereo not given)	1	-9	6	-14	-1	9	12	0	2
CC1=C(C(=O)Nc2ccc(F)cc2)C(c2cccc(C)c2)n2nc(CCCO)nc2N1 (stereo not given)	10	0	-5	1	47	7	8	49	8
O=C(CCSCCC(=O)NCc1cccs1)NCc1cccs1	-8	0	6	8	-4	6	6	2	-6
O=C(c1ccc(Nc2cccc(C(F)(F)F)c2)nc1)N1CCCC1	-3	6	-2	-8	3	9	-4	6	4
O=C1N=C(N2CCOCC2)S/C1=C1\C(=O)N(Cc2ccccc2)c2ccccc21	15	3	-2	42	-1	1	-8	22	-6
CCc1nnc(NC(=O)CSc2nnc(-c3ccc(O)cc3)n2-c2ccccc2)s1	-1	-3	-3	8	-5	-3	1	-10	0

A different layout for part of the listing above:
Below each compound – AP ELISA ortho	JNK3 inh	ROCK2 blocker	RORA act	CatB mixtures	Ec RNAP inh	PKA inh	CatS block	CatB inh
CC1=CCC2C(=O)N(c3nc4ccccc4n3C)C(=O)C2C1 (stereo not given)
    1	-9	6	-14	-1	9	12	0	2
Cc1ccc(NC(=O)Cn2c(=O)n(CCCC(=O)NCc3ccco3)c(=O)c3ccccc32)cc1
    20	6	6	12	3	-1	7	-3	1

(listing goes on)
SMILES	AP ELISA ortho	JNK3 inh	ROCK2 blocker	RORA act	CatB mixtures	Ec RNAP inh	PKA inh	CatS block	CatB inh
CCN(CC)S(=O)(=O)c1cc(Br)ccc1OC	7	x	x	-24	-2	7	-6	-5	4
CCOc1ccc2nc(SCc3ccc(C(=O)OC)o3)[nH]c2c1	10	x	x	-23	-4	-4	11	6	3
COCCn1nnnc1C(c1cccs1)N1CCN(c2nc3ccccc3s2)CC1 (stereo not given)	2	6	3	-15	2	3	8	-8	-3
Cc1occc1C(=O)NCc1ccccn1	-7	13	6	5	5	9	7	17	1
CCOc1ccc(-n2cnnn2)cc1S(=O)(=O)NCCc1ccc(OC)c(OC)c1	12	4	4	-12	3	-1	8	-3	6
CCOCCn1c(SCCCc2ccccc2)nc2c1c(=O)[nH]c(=O)n2C	-4	x	x	-4	4	3	6	15	3
O=C(O)c1cc2cccc(S(=O)(=O)N3CCOCC3)c2cc1O	x	3	7	-2	x	7	6	x	2
CSc1nnc(C2CCCN2)n1C (stereo not given)	-1	x	x	-7	0	6	8	2	3
COC(=O)c1[nH]c2cc(OC)ccc2c1NC(=O)CN1CCC(C(N)=O)(N2CCCCC2)CC1	20	-2	7	1	0	4	6	-4	3
Cn1c(=O)[nH]c(=O)c2c1nc(N1CCCCCC1)n2CCCSc1nc2ccccc2o1	-10	-6	-1	-9	5	2	1	15	-2
Cc1ccc(-c2nn3c(C)nnc3c3ccccc23)cc1S(=O)(=O)NCc1ccco1	12	-11	-1	-3	2	3	-3	9	-8
CCOC(=O)C1=C(CS(=O)(=O)c2ccccc2)NC(=O)NC1c1ccccc1OCC (stereo not given)	23	3	6	10	-1	5	-6	4	2
CN1CCCN(C(c2ccccc2)c2ccc(Cl)cc2)CC1 (stereo not given)	-3	7	-4	3	0	4	-4	0	5
CCCNC(=O)c1cc(S(=O)(=O)N2CCc3ccccc32)ccc1F	15	-4	1	-8	4	4	1	-6	-1
CN(C)S(=O)(=O)N1CCN(CC(O)COc2ccc(C(=O)c3ccccc3)cc2)CC1 (stereo not given)	-2	-3	7	-28	0	8	7	14	2
O=C(CSc1nc(-c2ccccc2)cc(C(F)(F)F)n1)NCCN1CCOCC1	9	6	4	-7	-4	0	6	-5	0
CC1(C)Cc2c(c(=S)nc(-c3ccccc3)n2CCOCCO)CO1	8	x	x	8	2	2	-6	35	5
N#CC1=C(N)Oc2cc(O)ccc2C1c1ccccc1 (stereo not given)	8	-1	2	-11	-1	x	-1	12	-1
Cc1ccc(C(=O)N(CN2CCCC2=O)c2ccc(F)cc2)cc1C	13	-2	-8	17	0	2	-3	-2	-1
O=C(NCC1CCCO1)c1cc(-c2ccccc2)on1 (stereo not given)	7	-6	-1	91*	4	10	-4	10	0
COc1ccc(C(=O)Nc2ccc(N3CCN(c4ccc(OC)cc4)CC3)c(C#N)c2)cc1	-5	5	7	9	-4	2	14	12	-6
Cc1cccc(-c2noc(C3CCCCC3)n2)c1	2	-2	5	19	-5	-10	7	-3	-6
O=C(Cn1cnc2c(nnn2Cc2ccc(Cl)cc2)c1=O)NC1CCCC1	16	3	3	-12	7	3	6	-1	1
CCCCOC(=O)NCN1C(=O)C2C3C=CC(C3)C2C1=O (stereo not given)	7	8	2	-9	4	1	4	-3	-3
O=C(O)C1C2CCC(O2)C1C(=O)NCCC1=CCCCC1 (stereo not given)	4	-2	-4	-15	5	6	-4	-3	-4
CC1=C(C(=O)OCc2ccc3c(c2)OCO3)C(c2ccc(Cl)cc2)NC(=O)N1 (stereo not given)	7	3	11	-27	0	8	12	2	-3
Cc1noc(C)c1COC(=O)c1cc(F)c(F)cc1Cl	12	4	5	-23	1	-2	8	-3	4
OC1(c2cccc(C(F)(F)F)c2)CCN(c2ccc(-c3ccccc3)nn2)CC1	0	x	x	66*	8	6	4	12	5
CCc1ccc(NC(=O)CSc2nnc(-c3ccccn3)n2C)cc1	18	1	4	18	2	3	8	-4	-4
COc1ccccc1N(CC(=O)Nc1ccccc1C)S(C)(=O)=O	-10	-1	5	6	1	5	9	10	3
O=C(Nc1ccc(N2CCOCC2)cc1)Nc1ccc2nc(-c3ccco3)c(-c3ccco3)nc2c1	3	0	42*	-11	4	18	4	6	1
COc1ccccc1-c1nnc(Nc2nc3c(OC)cccc3s2)o1	13	0	0	-42	1	2	8	-3	2
COc1ccc(OC)c(-c2cc(C(=O)Nc3c(C)nn(Cc4ccccc4)c3C)no2)c1	12	5	-4	10	0	7	-6	19	2
NC(=O)c1ccc(-c2ccc(Br)cc2)o1	12	2	12	14	1	11	15	4	2
CC1CCCN(C(=O)c2ccncc2)C1 (stereo not given)	2	-3	-1	-16	4	x	-4	10	6
